DDE Tn6 FP inh: inhibitors of Tn6 peptide binding to fibrin DD(E), primary screen, biochemical, fluorescence polarization, human fibrin, Tn6 probe; Fibrinogen beta chain (Homo sapiens), P02675; Fibrin DD(E) TRITC-Tn6 fluorescence polarization displacement; inhibition, % at 8.3 µM; 370,000 compounds, 0.21% hits; AID 720509, 2013;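 active = inhibition above a per-campaign cutoff: mean of compounds within control limits plus 3 SD, cut at about 15% in these data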;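 note: 0% = median of all compound wells on the plate and 100% = blocking peptide control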
Target sequence (P02675 whole entry, looked up): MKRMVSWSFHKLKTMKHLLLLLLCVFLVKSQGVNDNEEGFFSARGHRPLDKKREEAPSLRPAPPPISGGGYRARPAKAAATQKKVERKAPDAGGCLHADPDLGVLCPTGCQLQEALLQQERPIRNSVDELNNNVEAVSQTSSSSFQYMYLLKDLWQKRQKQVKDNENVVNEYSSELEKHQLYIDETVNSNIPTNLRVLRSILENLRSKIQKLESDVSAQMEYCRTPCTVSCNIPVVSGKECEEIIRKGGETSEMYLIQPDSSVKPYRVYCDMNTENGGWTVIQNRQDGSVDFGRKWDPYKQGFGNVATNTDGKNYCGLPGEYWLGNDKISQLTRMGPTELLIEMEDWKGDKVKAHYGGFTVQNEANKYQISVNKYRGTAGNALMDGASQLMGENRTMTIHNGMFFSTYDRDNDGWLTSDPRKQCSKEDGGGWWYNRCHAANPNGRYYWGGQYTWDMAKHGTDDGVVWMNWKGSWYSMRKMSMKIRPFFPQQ
ASAP1 GAP inh: inhibitors of human ASAP1 ArfGAP activity, primary screen, biochemical, fluorescence polarization | inhibition, % at 16.5 µM | ASAP1-stimulated ARF1 GTP hydrolysis, GDP FP detection | 360,000 compounds, 0.19% hits | Arf-GAP with SH3 domain, ANK repeat and PH domain-containing protein 1 (Homo sapiens), …; in the data active = inhibition above about 25%;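 note: 0% = vehicle with enzyme and substrate and 100% = no enzyme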
UHRF1 MBD2 ctr: UHRF1 methylated DNA binding inhibitors, primary screen, counter-screen for MBD2 inhibitor project, biochemical, TR-FRET, human UHRF1, single concentration; E3 ubiquitin-protein ligase UHRF1 (Homo sapiens), Q96T88; UHRF1 binding to methylated oligo; inhibition, % at 4.4 µM; 370,000 compounds, 0.75% hits; AID 687016, 2013; in the data active = inhibition above about 21%;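 note: UHRF1 SRA domain binding a hemimethylated CpG hairpin DNA probe; 0% = median of test compound wells and 100% = reference inhibitor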
ADAM17 inh: ADAM17 inhibitors, primary screen, biochemical, QFRET; recombinant ADAM17, EDANS/DABCYL FRET peptide cleavage; 370,000 compounds, 0.83% hits; Disintegrin and metalloproteinase domain-containing protein 17 (Homo sapiens), P78536; inhibition, % at 6.95 µM;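 active = inhibition above the mean of compounds lying between control limits plus 3 SD, set per campaign, cut at about 8.5% in these data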;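 note: 0% = DMSO-only wells as the low control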
PLC-beta3 inh: human PLC-beta3 inhibitors, primary screen, biochemical, fluorescence; 1-phosphatidylinositol 4,5-bisphosphate phosphodiesterase beta-3 (Homo sapiens), Q01970; Purified PLC-beta3, fluorogenic substrate; inhibition, % at 12.2 µM; 370,000 compounds, 0.18% hits; AID 720704, 2013; in the data active = inhibition above about 11%;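 note: 0% = median of compound wells on plate and 100% = full blocker control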
ARFGAP1 inh: inhibitors of rat ARFGAP1 GAP activity, primary screen, biochemical, fluorescence polarization, GDP tracer. 360,000 compounds, 0.26% hits. Arfgap1-stimulated ARF1 GTP hydrolysis, GDP FP detection. inhibition, % at 16.5 µM. ADP-ribosylation factor GTPase-activating protein 1 (Rattus norvegicus), Q62848. AID 651572, 2012;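 active = inhibition above a per-plate limit, mean inhibition of low control wells plus 3 SD, cut at about 25% in these data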;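 note: 0% = DMSO wells with enzyme and 100% = wells lacking Arfgap1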
Target sequence (Q62848 1-136 limits assumed): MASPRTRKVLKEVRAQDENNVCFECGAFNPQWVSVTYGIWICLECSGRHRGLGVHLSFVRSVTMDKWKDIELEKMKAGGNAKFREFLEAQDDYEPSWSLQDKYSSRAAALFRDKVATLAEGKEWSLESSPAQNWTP
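Material: rat Arfgap1 catalytic domain, aa 1-136; also added: human ARF1(Δ1-17)-GTP substrate; compound dosing: one concentration, 16.5 µM, DMSO 1.26%; incubation: GTP hydrolysis reaction 2 h at 25 °C; measured by: Tracer-displacement fluorescence polarization with EDTA stop, 620/688 nm; evaluation: % inhibition from polarization; repeats: one replicate per compound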
proKLK7 act: proKLK7 zymogen activators, primary screen, biochemical, fluorescence intensity; activation, % at 7 µM; 370,000 compounds, 0.9% hits; purified proKLK7, EDANS-DABCYL substrate fluorescence; 100% is mature enzyme control, 0% vehicle;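 active = activation above the mean of all tested compounds plus 3 SD, computed per campaign excluding outliers beyond control limits, cut at about 13% in these data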
Target sequence (P49862 whole entry, looked up): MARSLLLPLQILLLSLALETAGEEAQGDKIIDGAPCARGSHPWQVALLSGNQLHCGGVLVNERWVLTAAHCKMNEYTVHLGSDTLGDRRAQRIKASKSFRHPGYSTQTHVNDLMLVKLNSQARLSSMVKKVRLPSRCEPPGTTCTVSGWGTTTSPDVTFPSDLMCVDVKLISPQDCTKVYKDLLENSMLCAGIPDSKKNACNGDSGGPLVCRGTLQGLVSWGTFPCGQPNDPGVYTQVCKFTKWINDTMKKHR
DDE Tn7 FP inh: inhibitors of Tn7 peptide binding to fibrin DD(E), primary screen, biochemical, fluorescence polarization, human fibrin, Tn7 probe. FP displacement of FITC-Tn7 peptide from fibrin DD(E); 0% = median of compound wells per plate. inhibition, % at 8.3 µM. AID 720508, 2013. Fibrinogen beta chain (Homo sapiens), P02675. 370,000 compounds, 0.13% hits;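 active = inhibition above the mean of compounds falling within the control limits plus 3 SD of them, cut at about 14% in these data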;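 note: 0% = plate median of compound wells and 100% = 10 µM Aha-Tn7 peptide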
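Assay system: human fibrin DD(E). Input: DD(E) 2 µM final. Medium: Tris buffer with calcium and detergent, pH 7.8. Compound dosing: single point at 8.3 µM. Timing: 10 min plus 3 h, room temperature. Technique: fluorescence polarization of the labelled Tn7 tracer. Read-out: percent inhibition. Replicates: singlicate testing.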
PLC-gamma1 inh: PLC-gamma1 enzyme inhibitors, primary screen, biochemical, fluorescence, purified enzyme | 1-phosphatidylinositol 4,5-bisphosphate phosphodiesterase gamma-1 (Homo sapiens), P19174 | fluorogenic substrate | inhibition, % at 12.2 µM | 370,000 compounds, 0.84% hits; in the data active = inhibition above about 9.5%
MBD2 DNA inh: inhibitors of MBD2 binding to methylated DNA, primary screen, biochemical, TR-FRET, DNA-binding domain, human | Methyl-CpG-binding domain protein 2 (Homo sapiens), Q9UBB5 | MBD2 binding to methylated oligonucleotide | inhibition, % at 4.4 µM | 370,000 compounds, 0.31% hits; in the data active = inhibition above about 13%
* = called active by the depositor; i = inactive; · = no result given.

molecule,proKLK7 act,UHRF1 MBD2 ctr,PLC-gamma1 inh,PLC-beta3 inh,DDE Tn7 FP inh,DDE Tn6 FP inh,ARFGAP1 inh,ADAM17 inh,MBD2 DNA inh,ASAP1 GAP inh
O=C(O)C1C2CCC(O2)C1C(=O)NCc1ccccc1Br (stereo not given),0.2,-1,0,4,1,-2,13,-1,1,7
O=C(NCc1cccnc1)c1cccnc1-c1nc2ccccc2s1,0.9,-2,-11,-18,0,1,6,-6,-2,-3
Cn1nc(C(=O)Nc2ccc(S(=O)(=O)N3CCCC3)cc2)ccc1=O,-0.5,0,1,1,-2,-8,5,-3,4,0
O=C(Cc1cccs1)NCc1ccccc1F,0.0,3,4,-1,4,2,1,-1,1,3
COC(=O)C1CN(Cc2ccc(C)cc2)CCS(=O)(=O)N1Cc1cn(Cc2ccc(Cl)cc2)nn1 (stereo not given),0.6,8,3,2,5,13,·,3,-5,·
COc1cc(OC)cc(C(=O)NC(=S)Nc2nc(-c3cc4ccccc4o3)cs2)c1,-0.4,12,-1,-9,0,4,4,-6,6,1
CC(O)(Cc1ccccn1)Cc1ccccn1,-0.2,-1,-2,-3,-1,-3,-1,-2,2,-19
Cc1ccc(N2CCN(C(=S)Nc3ccc(Cl)cc3)CC2)cc1,0.0,0,-1,2,1,-3,6,-1,-2,-2
Cc1ccc2nccc(C(=O)N3CCCC(Nc4ccc(F)cc4)C3)c2c1 (stereo not given),-0.5,-1,-2,-4,-2,-5,13,0,0,13
CCCCn1nc2cc(C(=O)NCCc3cccs3)ccc2c1OCC,-1.7,-2,-424,i,-2,1,3,-289,4,2
O=C(Nc1ccc(Cl)cc1)OCc1cc(-c2ccccc2Cl)on1,0.5,1,4,6,14,-7,0,-8,7,10
CC1CC1C(=O)Nc1nc(-c2cccs2)c(-c2cccs2)s1 (stereo not given),0.4,3,-97,-103,1,-2,1,-8,9,10
CN=C1c2cc3cc(OC)ccc3n2CCN1C,1.2,7,-220,-319,3,5,-3,-8,2,-1
COc1ccccc1-c1ccc(=O)n(CC(=O)NCc2cccs2)n1,-0.1,0,-1,-3,8,-1,-6,-3,7,-2
O=C(CCNc1n[nH]c(=O)[nH]c1=O)N/N=C/c1ccccc1Br,-0.3,1,4,0,3,2,-19,1,-7,-3
COc1cccc(/C=C2\N=C(c3c(-c4ccccc4)noc3C)OC2=O)c1,0.1,-1,0,1,6,-3,-11,-2,-2,-11
O=C(Nc1ccccc1Br)C(=O)N1CCCC1,-0.5,0,1,0,2,5,-5,-4,-1,-10
CCCCc1ccc(NC(=S)NCc2ccc(OC)cc2)cc1,-0.3,-2,-2,-3,-1,1,-13,2,-1,7
O=C(COc1ccc(S(=O)(=O)Nc2ccccc2)cc1)NCc1ccncc1,0.5,2,2,1,6,2,-5,-1,-1,2
O=C(COC(=O)c1cccc(S(=O)(=O)N2CCCCCC2)c1)NCc1ccc(Cl)cc1,-0.2,0,5,1,4,0,-5,-4,-7,14
O=C(NC1CCCC1)C1c2ccccc2C(=O)N1CCCN1CCOCC1 (stereo not given),-0.5,2,-2,-6,2,6,-1,-3,5,9
CCC(C)NC(=S)NNC(=O)c1ccncc1 (stereo not given),0.2,0,-1,0,-5,-8,-6,1,-1,-6
O=C1CCCN1CCC1CCN(C2CC(=O)N(c3ccc(Cl)cc3)C2=O)CC1 (stereo not given),0.0,-2,2,1,3,4,8,1,-1,0
Cc1ccc(OCCNC(=O)c2ccc(NC(=O)CC3SC(N4CCCC4)=NC3=O)cc2)cc1 (stereo not given),0.5,-1,8,-1,-8,7,5,-1,0,1
CCN(CC)C(=O)c1ccccc1NS(=O)(=O)c1ccc(OC)c(C(=O)N2CCOCC2)c1,-0.6,1,-1,-13,5,4,0,-4,1,4
COC(=O)C(CCCN1C(=O)c2ccccc2C1=O)(NC(C)=O)c1nnn(C)n1 (stereo not given),-0.6,2,0,1,2,-9,-11,-4,3,-4
CCOc1ccc2nc(NC(=O)C(NS(=O)(=O)c3cccc4nsnc34)C(C)C)sc2c1 (stereo not given),0.4,-1,2,1,1,-3,-1,1,-6,3
CCC1CCCCN1S(=O)(=O)Cc1ccccc1Cl (stereo not given),-0.9,-1,4,0,5,-7,-6,-3,-6,-5
CCOC(=O)c1ccc(NC(=O)CNC(=O)c2ccco2)cc1,-0.4,3,1,-2,-1,-8,7,1,0,-6
O=C(CSc1c[nH]c2ccccc12)N1CCOCC1,0.3,6,-2,-1,-1,1,-2,-5,2,-13
CC(C)NC(=O)CSc1nnc(COc2ccccc2Cl)o1,0.0,0,1,0,1,7,10,2,0,-2
Cc1cccnc1NC(=S)NC(=O)/C=C/c1ccccc1,2.0,-2,-20,-25,3,5,3,-9,-4,-4
CCN(C(=O)CCS(=O)(=O)c1ccc(Br)cc1)c1ccc2c(c1)OCO2,-0.1,0,-1,1,3,-1,7,-1,-5,-10
CCC1Sc2ccc(S(=O)(=O)CCC(=O)NCc3cccs3)cc2NC1=O (stereo not given),-1.1,-3,0,-8,2,-8,6,0,-6,6
O=C1CC[C@H](O)CCN1CCSc1ccc(Br)cc1,0.3,-5,1,0,-1,4,4,-3,3,-13
Cc1cccc(CCNS(=O)(=O)c2ccc(S(=O)(=O)NC3CCCC3)cc2)c1,0.1,5,6,1,-1,-3,12,8,-1,0
COC(C(=O)Nc1cccc(F)c1)c1ccccc1 (stereo not given),0.1,-3,2,0,3,-6,-3,-2,3,6
O=C(COc1ccc2c(c1)CCC2)NCc1ccc(Cl)cc1,0.3,1,-3,-4,3,-1,-1,4,0,-13
C[C@@H]1C=CCCO[C@]12C(=O)N(CC1CC1)c1ccccc12,0.1,-1,2,4,-4,-2,-4,-2,-1,9
CCC(Sc1nc(-c2ccccc2)c(-c2ccccc2)[nH]1)C(=O)O (stereo not given),-0.9,-2,-9,-20,-7,-5,-14,-12,-4,-1

Quoted at random: 2 entries already listed
molecule,proKLK7 act,UHRF1 MBD2 ctr,PLC-gamma1 inh,PLC-beta3 inh,DDE Tn7 FP inh,DDE Tn6 FP inh,ARFGAP1 inh,ADAM17 inh,MBD2 DNA inh,ASAP1 GAP inh
COC(=O)C(CCCN1C(=O)c2ccccc2C1=O)(NC(C)=O)c1nnn(C)n1 (stereo not given),-0.6,2,0,1,2,-9,-11,-4,3,-4
CCOc1ccc2nc(NC(=O)C(NS(=O)(=O)c3cccc4nsnc34)C(C)C)sc2c1 (stereo not given),0.4,-1,2,1,1,-3,-1,1,-6,3

Other results.
molecule,proKLK7 act,UHRF1 MBD2 ctr,PLC-gamma1 inh,PLC-beta3 inh,DDE Tn7 FP inh,DDE Tn6 FP inh,ARFGAP1 inh,ADAM17 inh,MBD2 DNA inh,ASAP1 GAP inh
CC(=O)c1ccc(Nc2cc(C)nc3nc(C)nn23)cc1,0.1,2,-11,-7,7,-1,-4,-1,-3,-2
COC(=O)c1cc(S(=O)(=O)NCc2cc(OC)c(OC)c(OC)c2)cn1C,-0.3,1,3,-8,6,4,-3,-1,0,3
CCC(C)(C)NC(=O)CN(C(=O)c1snc(C(N)=O)c1N)c1ccc2c(c1)OCO2,0.2,17,-1,-5,4,-1,-12,-6,6,10
CC(C)N(Cc1nccn1C)C(=O)c1ccc(OC2CCN(C(=O)C3CC3)CC2)cc1,-0.5,-2,-2,-2,3,6,-1,-1,-2,11
C=CCSc1nc2c(cnn2-c2ccc(C)c(C)c2)c(=O)[nH]1,0.7,1,6,9,3,-1,-2,4,-4,7
COc1ccc(Cc2nnc3n2N=C(c2cc4ccccc4o2)CS3)cc1OC,-0.5,-3,-1,0,-1,-2,13,1,-1,6
Cn1nc([N+](=O)[O-])nc1S(C)(=O)=O,-0.6,6,47*,3,-3,5,4,-1,1,14
O=c1[nH]c(CSc2nc(-c3ccccc3)cs2)nc2ccccc12,0.0,-2,-1,2,-1,4,-5,2,-4,0
Cc1nc2ccc(NC(=O)COc3ccccc3F)cc2s1,0.9,7,6,2,-10,-5,5,1,2,1
CCOC(=O)C1(Cc2cccc(OC)c2)CCN(Cc2cccc(OC)c2O)CC1,-1.2,0,0,1,-3,7,1,2,1,7
Oc1c(CNc2ccccc2)cc(COCc2ccccc2)c2cccnc12,0.4,-6,-11,-15,-6,1,0,-2,-6,-2
O=C(CCN1C(=O)/C(=C\c2cccc(Br)c2)SC1=S)NCCCN1CCOCC1,-0.1,-6,-6,-10,-1,9,-4,2,-4,-2
CCO[C@@H]1OC(C(=O)NCc2nc3ccccc3[nH]2)=C[C@H](C2CC2)[C@H]1CCCO,0.2,-1,0,4,-7,-4,-5,1,-1,7
Oc1ccc(C=NN=Cc2ccco2)c(O)c1,-9.1,0,-247,-319,6,5,4,-1,0,8
COc1ccccc1-n1c(CNC(=O)c2ccc(S(=O)(=O)N3CCCCC3)cc2)n[nH]c1=S,0.0,-2,1,0,-1,2,-8,0,1,-12
N#CCSCC(=O)Nc1ccc(Br)cc1,0.6,-1,1,1,6,12,-7,-5,-3,-8
O=C(O)C1CCCCN1c1ccccc1[N+](=O)[O-] (stereo not given),-0.1,3,2,5,-1,1,0,-2,-4,6
Cc1ccc(S(=O)(=O)N(CC(=O)Nc2ccc(F)cc2)C(=O)N2CCN(C)CC2)cc1,0.3,0,-2,-2,1,-5,-2,2,-3,1
O=C(CNC(=O)c1ccc(Cl)cc1)OCC(=O)c1ccc2c(c1)OCCO2,0.0,0,3,0,-4,-1,4,0,-3,6
Fc1ccc(CCNc2ncnc3[nH]ncc23)cc1,0.6,4,-16,-15,3,0,-3,-7,0,-1
CCSc1nnc(NC(=O)CSc2nccn2-c2cc(C)cc(C)c2)s1,0.9,1,-2,0,6,-3,-5,-6,2,-10
Cc1ccc(-c2nc3ccccc3c(=O)n2NC(=S)N(C)C)cc1,0.0,1,-1,-4,4,-4,12,-7,6,-13

Screening data: PubChem, The Scripps Research Institute Molecular Screening Center
